Screening data: PubChem, Sanford-Burnham Center for Chemical Genomics
PfG6PD inh: PfG6PD (Plasmodium falciparum) enzyme inhibition. PfGluPho enzyme, NADPH resazurin-diaphorase fluorescence. inhibition, % at 20 µM. actives 0.78% (n = 350,000). AID 504690;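 active means inhibition reaching at least a set limit at 20 µM in the primary screen, cut at about 59% in these data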;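 further: 0% = DMSO wells with substrate and 100% = DMSO wells lacking glucose-6-phosphate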
Active calls of the source: *. Some of the compounds tested, so the mix of outcomes need not match the whole.

SMILES	PfG6PD inh
CCOC(=O)c1ccc(S(=O)(=O)N2CCC(N3CCCCCC3)CC2)cc1	-6
CC(OC(=O)c1cccnc1Cl)C(=O)NC1CCCCC1 (stereo not given)	-11
COCCn1c(SCC(=O)N2CCCC2=O)nnc1-c1ccncc1	17
CC1CCCCC1NC(=O)CSc1nnc(C(F)(F)F)n1C (stereo not given)	3
COCCCC1CCN(C(=O)C2CCC(=O)N(CCCc3ccccc3)C2)CC1 (stereo not given)	-2
Nc1ccc(Nc2ccncc2)cc1	-1
Cc1noc(C)c1NC(=O)Nc1ccc2c(c1)C(=O)N([C@@H](C)CO)C[C@@H](C)[C@H](CN(C)C(=O)Nc1cccc3ccccc13)OCCCC[C@H](C)O2	4
CC1(C)CC(=O)C=C(Nc2ccc(O)cc2)C1	-16
C[C@H]1CN([C@@H](C)CO)C(=O)CCCn2nncc2CO[C@H]1CN(C)C(=O)C1CC1	-1
CCCCN1C(=O)C(CC(=O)NCc2cccs2)CC(C(=O)N(CC)CC)=C1C (stereo not given)	-8
O=C(CN(c1ccccc1Cl)S(=O)(=O)c1ccccc1)NC1CC2CCC1C2 (stereo not given)	12
CCCCN1C(=O)C(CC(=O)NCc2ccco2)CC(C(=O)N2CCOCC2)=C1C (stereo not given)	-2
O=C(CSc1ccccn1)NC1CCCc2c1cnn2-c1ccccc1F (stereo not given)	-3
C[C@@H]1CN([C@@H](C)CO)C(=O)CCCn2nncc2CO[C@H]1CN(C)S(=O)(=O)c1ccccc1	2
C[C@@H]1CN([C@@H](C)CO)C(=O)CCCn2nncc2CO[C@H]1CN(C)C(=O)c1ccc2ccn(C)c2c1	8
O[C@@H]1C[C@H](c2ccc(Cl)cc2)N(CC2CCCCC2)C[C@H]1n1cc(C2CC2)nn1	16
COc1cc(C=NNc2ccccc2[N+](=O)[O-])cc(OC)c1OC	-8
NS(=O)(=O)c1ccc(S(=O)(=O)N2CCCC(c3ccccc3)C2)cc1 (stereo not given)	-6
CN1CCN(c2ccc3sc(-n4ccc5ccccc54)nc3c2)CC1	25
CC1=C(C(=O)N2CCOCC2)CC(CC(=O)NCCN2CCOCC2)C(=O)N1Cc1ccc(C(C)(C)C)cc1 (stereo not given)	-10
O=C(NC1CC1)c1cccc2c1C(=O)c1ccc(N3CCC(N4CCCCC4)CC3)cc1S2(=O)=O	-4
O=C(COC(=O)c1cccc(F)c1)Nc1cccc(S(=O)(=O)N2CCOCC2)c1	-16
Cc1cccc(C)c1Nc1n[nH]c(=S)s1	54
C[C@@H]1CN([C@H](C)CO)C(=O)c2cc(C#CC(C)(C)O)cnc2O[C@@H]1CN(C)C(=O)C1CC1	16
O=C(C[C@H]1C[C@@H]2c3cc(NS(=O)(=O)c4ccccc4)ccc3O[C@@H]2[C@H](CO)O1)NC1CCCC1	15
SMILES	PfG6PD inh
COc1ccccc1NC(=O)N(C)C[C@@H]1OCc2cnnn2CCCC(=O)N([C@H](C)CO)C[C@H]1C	2
CC1C(=O)N(Cc2cn(Cc3ccco3)nn2)CCS(=O)(=O)N1Cc1ccc(-c2ccc(Cl)cc2)cc1 (stereo not given)	36
CC(C)CC1C(=O)N(Cc2cn(Cc3ccco3)nn2)CCS(=O)(=O)N1Cc1ccc(-c2ccncc2)cc1 (stereo not given)	14
S=c1[nH]ncn1/N=C/c1ccco1	18
COc1ccccc1S(=O)(=O)N(C)C[C@H]1Oc2ncc(Br)cc2C(=O)N([C@H](C)CO)C[C@H]1C	11
COCCCNc1c2c(nc3ccccc13)CCC2	-8
COc1cccc(/C=C2\SC(=S)N(CCCC(=O)N3CCOCC3)C2=O)c1	6
COc1ccc(CC(=O)Nc2ccc3c(c2)OC2(CCCC2)O3)c(OC)c1	18
Cc1c(C(=O)NNC(=O)c2ccccc2O)oc2ccccc12	-10
C[C@@H]1CCCCO[C@@H](CN(C)Cc2ccccc2)[C@@H](C)CN([C@H](C)CO)C(=O)c2cc(N(C)C)ccc2O1	-1
COc1ccc2[nH]c3c(c2c1)CNCC3	13
C[C@@H]1CN([C@H](C)CO)C(=O)CCCn2cc(nn2)CO[C@H]1CN(C)C(=O)Nc1cccc(C(F)(F)F)c1	6
CCOc1ccc(CCNC(=O)COC(=O)c2[nH]c(C)c(C(C)=O)c2C)cc1OCC	-17
CC(C)N1CC2(CC(c3ccccc3C(F)(F)F)=NO2)CN1C(=O)c1ccco1 (stereo not given)	-26
CCN1C(=O)[C@H]2[C@@H](c3ccc(C(F)(F)F)cc3)N[C@]3(CCCN(Cc4ccc(OC)cc4)C3=O)[C@H]2C1=O	-10
Cc1ccccc1OCCC(=O)OCC(=O)Nc1ccc(C)c(S(=O)(=O)N2CCCCC2)c1	11
COc1ccc2c(c1)Cc1cc(NC(=O)c3ccccc3-c3ccccc3C(=O)O)ccc1-2	-38
C#CCN(C[C@@H]1[C@@H](OC(=O)NCc2ccccc2F)[C@@H](OC(=O)NCc2ccccc2F)Cn2c(=O)ccc(=O)n21)S(=O)(=O)c1ccc(C)cc1	3
O=C(C[C@H]1C(=O)N(c2ccc(Br)cc2)C[C@@H]1Cc1ccccc1)Nc1ccccc1	6
COc1cc(C(=O)NC2CC(C)CC(C)(C)C2)cc(OC)c1OC (stereo not given)	17
c1ccc2c(C3OCC4(CCCC4)CO3)cccc2c1	-14
CC(C)CC1C(=O)N(Cc2cn(CCC3OCCCO3)nn2)CCS(=O)(=O)N1Cc1ccc(-c2ccc(Cl)c(Cl)c2)cc1 (stereo not given)	42
CN1OC[C@@H]2CN[C@H](c3ccc(-c4cccc(F)c4)cc3)C[C@@H]21	-7
O=C(Nc1ccccc1F)c1nc[nH]c1C(=O)NCc1ccccc1	-10
COc1cc(C(=O)N2Cc3cc4ccccc4nc3C2C)cc(OC)c1OC (stereo not given)	-11
SMILES	PfG6PD inh
COc1ccc(CCn2nnc3ccccc3c2=O)cc1OC	0
O=C(O)C(=Cc1ccc([N+](=O)[O-])cc1)CCc1ccccc1	-27
Cc1ccccc1Oc1ccc2c(c1)[C@@H]1C[C@H](N(C)C(=O)c3ccco3)[C@H]([C@H](C)O)C(=O)N1CC2	7
C[C@@H]1CN([C@H](C)CO)C(=O)CCCn2nncc2CO[C@H]1CN(C)S(C)(=O)=O	2
Cc1csc(N=Cc2ccc([N+](=O)[O-])o2)n1	32
COC(=O)[C@H]1C[C@@]2(O)CN(S(=O)(=O)c3ccc(C)cc3)C[C@@]2(OC(=O)NCc2ccccc2)C[C@H]1C(=O)OC	2
COc1cc2ccnc(C=O)c2cc1OC	9
COc1cccc(C=Cc2nccc3ccccc23)c1OC	9
O=C(COc1ccc(Cl)cc1Cl)NC1CC1	7
C[C@H]1CN([C@@H](C)CO)C(=O)c2cc(Br)cnc2O[C@@H]1CN(C)S(C)(=O)=O	-20
COc1cc(C(=O)NCCNc2nc3c(C)cccc3cc2C#N)cc(OC)c1OC	0
COc1ccc(S(=O)(=O)N(C)C[C@@H]2Oc3cc(Br)ccc3S(=O)(=O)N([C@H](C)CO)C[C@@H]2C)cc1	9
O=C(CCNC(=O)c1ccccc1Cl)Nc1ccc2c(c1)OCCO2	-11
COCc1ccc(C(=O)N2CCCC(N(C)CCc3ccccc3)C2)s1 (stereo not given)	-3
COCC(=O)N(C)C[C@H]1Oc2ncc(Br)cc2C(=O)N([C@@H](C)CO)C[C@H]1C	7
CC(OC(=O)c1ccc2c(c1)OCO2)C(=O)NC1CCCCC1 (stereo not given)	-1
CCCCNC(=O)c1cc2nc(-c3ccc(OC)cc3)cc(C(F)(F)F)n2n1	7
CCCCCC(=O)N1C[C@H](n2cc(COC(=O)c3ccccc3)nn2)[C@@H](O)C[C@@H]1c1ccccc1	16
COc1ccc(CN(C)C[C@@H]2OCc3cnnn3CCCC(=O)N([C@@H](C)CO)C[C@H]2C)cc1	4
COC(=O)c1ccccc1NC(=O)CSc1nc2ccsc2c(=O)n1Cc1ccc(C(=O)O)cc1	-31
N#CC1c2ccccc2-c2ccccc2N1C(=O)c1ccccc1 (stereo not given)	-10
CCOCCCNC(=O)c1ccc(CN2CCc3ccccc3C2)cc1	4
Cc1ccc(S(=O)(=O)N2CCN(C(=O)c3cc(C4CC4)nn3-c3ccccc3)CC2)cc1	-3
c1ccc(-c2nn3c(-c4ccccc4)nnc3o2)cc1	-12
Cc1ccc2nc3n(c(=O)c2c1)-c1cc2ccccc2cc1C(=O)NC3CC(C)C (stereo not given)	-7

13 neighbouring records from above:
SMILES	PfG6PD inh
CCOC(=O)c1ccc(S(=O)(=O)N2CCC(N3CCCCCC3)CC2)cc1	-6
CC(OC(=O)c1cccnc1Cl)C(=O)NC1CCCCC1 (stereo not given)	-11
COCCn1c(SCC(=O)N2CCCC2=O)nnc1-c1ccncc1	17
CC1CCCCC1NC(=O)CSc1nnc(C(F)(F)F)n1C (stereo not given)	3
COCCCC1CCN(C(=O)C2CCC(=O)N(CCCc3ccccc3)C2)CC1 (stereo not given)	-2
Nc1ccc(Nc2ccncc2)cc1	-1
Cc1noc(C)c1NC(=O)Nc1ccc2c(c1)C(=O)N([C@@H](C)CO)C[C@@H](C)[C@H](CN(C)C(=O)Nc1cccc3ccccc13)OCCCC[C@H](C)O2	4
CC1(C)CC(=O)C=C(Nc2ccc(O)cc2)C1	-16
C[C@H]1CN([C@@H](C)CO)C(=O)CCCn2nncc2CO[C@H]1CN(C)C(=O)C1CC1	-1
CCCCN1C(=O)C(CC(=O)NCc2cccs2)CC(C(=O)N(CC)CC)=C1C (stereo not given)	-8
O=C(CN(c1ccccc1Cl)S(=O)(=O)c1ccccc1)NC1CC2CCC1C2 (stereo not given)	12
CCCCN1C(=O)C(CC(=O)NCc2ccco2)CC(C(=O)N2CCOCC2)=C1C (stereo not given)	-2
O=C(CSc1ccccn1)NC1CCCc2c1cnn2-c1ccccc1F (stereo not given)	-3

Other results follow.
SMILES	PfG6PD inh
CCC1NC(=O)c2cc3ccccc3cc2-n2c1nc1cc(C)cc(C)c1c2=O (stereo not given)	13
COc1ccc(OC)c(NC(=O)COC(=O)c2ccc(S(=O)(=O)N3CCCCC3)cc2)c1	10
C[C@@H]1CN([C@H](C)CO)C(=O)CCCn2cc(nn2)CO[C@H]1CN(C)C(=O)OCc1ccccc1	-26
CCn1c(SCC(=O)NC2CCCC2)nc2c(c1=O)SCC2	-19
N#Cc1ccc(OCC(=O)OCC(=O)N2CCc3ccccc32)cc1	-9
N#CC1=C2CCCCC2(O)NC1=O (stereo not given)	5
COc1ncnc2c1ncn2CCCNC1CCN(Cc2ccccc2)CC1	7
COc1ccc(Br)cc1C=NNS(=O)(=O)c1ccc(C)cc1	10
CC1=C(C(=O)N(C)C)CC(CC(=O)NC2CCCCC2)C(=O)N1Cc1ccc(C(C)(C)C)cc1 (stereo not given)	-2
CCOC(=O)C1=C(COC(=O)Cc2ccccc2[N+](=O)[O-])NC(=O)NC1C (stereo not given)	-2
CC(=O)OCc1ccc(C2=CC(=O)CC(C)(C)C2=O)cc1	-11
C/C(=N/NC(=O)c1nnn(-c2nonc2N)c1CSc1ccc(C)cc1)c1ccncc1	16
O=C(NNC(=O)c1cccs1)c1ccccn1	-16
Cc1ccc([C@H]2N[C@]3(CCCN(Cc4ccco4)C3=O)[C@H]3C(=O)N(C)C(=O)[C@@H]23)cc1	2
O=c1[nH]c2cccc(Cl)c2c2ccccc12	12
CCc1ccc([C@@H]2C[C@H]3[C@@H](CN2S(=O)(=O)c2ccc(C)cc2)C(=O)C[C@@H](c2ccc(C)cc2)N3S(=O)(=O)c2ccc(C)cc2)cc1	4
Cc1ccc([C@H]2C[C@H](O)[C@@H](n3cc(COC(=O)c4ccccc4)nn3)CN2Cc2cccs2)cc1	24
C[C@@H]1CCCCO[C@H](CN(C)Cc2ccc(C(F)(F)F)cc2)[C@@H](C)CN([C@H](C)CO)C(=O)c2cc(NS(=O)(=O)c3cn(C)cn3)ccc2O1	18
Cc1nn(-c2ccccc2)c(C)c1C(=O)OCC(=O)Nc1ccc(C(N)=O)cc1	2
NS(=O)(=O)c1ccc(NCc2cnc3ccccc3c2)cc1	-7
Cc1cc(C(C)(C)C)cc(CN2CCN(S(=O)(=O)c3cccs3)CC2)c1O	16
C[C@H]1NS(=O)(=O)c2cc(Cl)ccc2O[C@@H]1c1ccccc1	16
COc1ccc(C(=O)NCC(c2ccco2)N2CCOCC2)cc1 (stereo not given)	-1
O=C(NC(=S)N1CC=CCC1)c1ccccc1	-8
O=C(NN=Cc1ccc2c(c1)CCC2)c1ccccc1[N+](=O)[O-]	12
SMILES	PfG6PD inh
CCCCCCNC(=O)O[C@H]1C[C@H](C(=O)OC)[C@H](C(=O)OC)C2CN(S(=O)(=O)c3ccc(C)cc3)C[C@@]21O (stereo not given in full)	23
CCNc1ccc(S(=O)(=O)N2CCOCC2)cc1NCC(=O)Nc1cccc(Br)c1	18
CN1C(=O)[C@H]2[C@@H](c3ccc(C(F)(F)F)cc3)N[C@]3(CCCN(Cc4ccc(C(F)(F)F)cc4)C3=O)[C@H]2C1=O	12
C[C@@H]1ON(C)[C@H]2C[C@H]3c4[nH]c5ccccc5c4CCN3C[C@@H]12	-6
CCCCCC(=O)N1C[C@@H](n2cc(COC(=O)c3ccccc3)nn2)[C@H](O)C[C@@H]1c1ccc(Cl)cc1	24
COc1cc(Cl)c(C)cc1NC(=O)CN1CCN(C(=O)c2cccs2)CC1	-14
Cn1c2nc(=O)n(-c3ccccc3)c(=O)c-2nc2c1CCCC2	81*
C[C@@H]1CN([C@@H](C)CO)S(=O)(=O)c2ccc(Br)cc2O[C@H]1CN(C)C(=O)Nc1ccc(C(F)(F)F)cc1	8
O=C(C1CCCCC1)N1C[C@H](n2cc(-c3ccc(F)cc3)nn2)[C@@H](O)C[C@@H]1c1ccccc1	9
O=C(c1ccc(CNS(=O)(=O)c2ccc(F)cc2)cc1)N1CCCCCC1	2
C[C@@H]1CCCCO[C@H](CN(C)C(=O)c2ccncc2)[C@H](C)CN([C@@H](C)CO)C(=O)c2cc(NC(=O)c3ccccc3)ccc2O1	2
COCOCCn1cc(CN2CCS(=O)(=O)N(Cc3ccc(-c4ccncc4)cc3)C(C)C2=O)nn1 (stereo not given)	10
